Lipid storage S3: qHTS Assay for Lipid Storage Modulators in Drosophila S3 Cells | Drosophila S3 cells, BODIPY lipid droplet fluorescence, 18-24 h; cells fed with added oleic acid | Potency in µM for hits, for the others lipid storage change, negative = inhibition, % at the top dose, mostly 46.1 µM | 320,000 tested, 0.64% active | AID 2685; active means well fitted inhibition curve with a large enough effect in the signal ratio, with a control signal flat, not every such curve was filed as active; inconclusive means small, poorly fitted or top-dose-only effect, or effect the other way, or a change in a side signal; the % refers to the signal ratio
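Laser-scanning cytometry quantifies lipid droplet accumulation (500–530 nm total intensity; droplet/cell object ratio) in oleic acid-fed (400 uM added) Drosophila S3 cells treated with a concentration series. 20 uM Triacsin C defined 100% inhibition.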
Lipid storage S3 cell count max: second read-out of Lipid storage S3, no call of its own (marks repeat the call); cell number change, %; measured here: cell count max response;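 cells counted by Cell Tracker Red CMTPX staining in the red channel; peak over a dose series mostly up to 46.1 µM; percent activity relative to internal control wells on each plate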
The depositor's hits bear a star; i = inactive; ? = inconclusive; · = no result given. On the % scale 0 is the no-effect control and ±100 the full control effect; potency means the concentration at half of the fitted maximal effect.

Lipid storage S3 | Lipid storage S3 cell count max | mol
8% | 11 | COc1ccc(NC(=O)C2Cc3ccccc3C(=O)O2)cc1 (stereo not given)
? | · | CC(C)(C)C(=O)Nc1nc2c(s1)CN(Cc1ccccc1)CC2
? | · | O=S(=O)(c1cc(C(F)(F)F)ccc1Cl)N1CCCCCC1
-22% | 3 | CCn1c(SCC(=O)N2CCCCCC2)nc2ccccc2c1=O
19% | 3 | COc1ccc(C(=O)On2c(-c3ccc(Br)cc3)nc3ccccc3c2=O)cc1
? | · | O=C1C(=O)N(Cc2cccnc2)C(c2ccccn2)/C1=C(/O)c1ccccc1 (stereo not given)
? | · | Cc1ccc(NC(=O)Cn2cc(C(=O)C3CC3)c3ccccc32)c(C)c1
? | · | Cc1cccc(C(=O)Nc2nnc(S(=O)(=O)N(C)Cc3ccco3)s2)c1
? | · | Cc1cc(C)c2c(CN3CCOCC3)cc(=O)oc2c1C
6% | -7 | C[C@@H](O)C1NC(=O)[C@H](CCCCN)NC(=O)c2cc([N+](=O)[O-])cc(I)c2OCC[C@@H](C(N)=O)NC1=O (stereo not given in full)
? | · | Cc1ccc(C(=O)N(Cc2nnc(-c3ccc(Cl)cc3)o2)C2CC2)o1
2% | 3 | CCOC(=O)N1CCN(CCC(=O)Nc2ccccc2OC)CC1
20% | · | CCCCn1c(=N)n(CC(=O)c2ccc([N+](=O)[O-])cc2)c2ccccc21
i | · | O=S(=O)(Cc1ccccc1)N1CCN(Cc2ccccc2)CC1
-7% | · | O=C(COc1ccccc1Cl)NCCc1ccc2c(c1)OCCO2

Later entries.
Lipid storage S3 | Lipid storage S3 cell count max | mol
? | · | O=C(Nc1cccnc1)C1CC(=O)N(c2ccc(F)cc2)C1 (stereo not given)
i | -18 | CCOc1ccc(N2CC(C(=O)Nc3ccccc3C(=O)NC3CC3)CC2=O)cc1 (stereo not given)
? | · | c1ccc(C(Cc2nc(-c3cccnc3)no2)c2ccccc2)cc1
i | 3 | CCC(=NCCN1CCNCC1)C1=C(O)CC(C)(C)CC1=O
i | -24 | O=C(NCCOc1ccccc1Cl)c1cccc2c1C(=O)c1ccc(Cl)cc1S2(=O)=O
? | · | O=C(C1CCN(S(=O)(=O)c2cccnc2)CC1)N1CCN(c2ccccc2Cl)CC1
0% | -1 | CCCNC(=S)Nc1ccc(CC(=O)OC)cc1
i | -22 | COc1ccc(-n2nc(C(=O)N(C)C)nc2-c2ccccc2)cc1
? | · | Cn1nc(C(=O)Nc2ccc(S(=O)(=O)N3CCCCC3)cc2)c2ccccc2c1=O
? | · | Cc1cccc(CCN(C(=O)c2snc(C(N)=O)c2N)C(C(=O)NCC2CCCO2)c2ccc(F)cc2)c1 (stereo not given)
? | · | CCOC(=O)N1CCC(NC(=O)c2cnn3c2NC(c2ccco2)CC3C(F)(F)F)CC1 (stereo not given)
? | · | Cc1nn(C)cc1C(=O)Nc1ccc2c(c1)OCCO2
? | · | CC1CCCN(CCCNC(=O)CN2C(=O)COc3ccccc32)C1 (stereo not given)
26% | 15 | C/C(=N\NC(=S)NC(C)C)c1ccc2c(c1)OCCO2
? | · | O=C(CN(Cc1ccccc1)C(=O)CCC(=O)Nc1nccs1)NCC1CCCO1 (stereo not given)

(more compounds)
Lipid storage S3 | Lipid storage S3 cell count max | mol
i | · | Cc1cccc(Nc2nnc(C)c(=O)n2N)c1
? | · | COCCNc1cc(C)nc2cc(-c3ccc(C)cc3)nn12
? | · | CN1CCCN(C(=O)c2cccc(Br)c2)CC1
? | · | Cc1cc(/C=C2/C(=O)N(C)C(=S)N2C)c(C)n1C1CC1
? | · | O=C(C[n+]1ccc(/C=N/O)cc1)NC(=O)Nc1ccccc1
? | · | CC(=O)c1cc(C)ccc1OC(=O)CCN1C(=O)C2C3c4ccccc4C(c4ccccc43)C2C1=O (stereo not given)
0% | -7 | CCc1cccc(C)c1NC(=O)Cn1c(NCCO)nc2ccccc21
0% | 3 | Cc1ccc(NC(=O)Cn2cc(C=O)c3ccccc32)cc1C
? | · | CCOc1cc(N2CCOCC2)c(OCC)cc1NC(=O)Cc1cn2ccsc2n1
? | · | Cc1[nH]n(-c2ccccc2)c(=O)c1C(c1ccc(C(=O)O)cc1)c1c(C)[nH]n(-c2ccccc2)c1=O
? | · | CCSc1ccccc1C(=O)Nc1cccc(OC)c1
? | · | Cc1ccc([N+](=O)[O-])cc1NC(=O)C1CCN(S(C)(=O)=O)CC1
9% | 12 | O=C(O)C1=C[C@H](c2ccccc2)C[C@H](OCc2ccc(CO)cc2)O1
0% | 21 | Cc1ccc(CNC(=O)C2(NC(=O)Nc3ccc(C)cc3)CCCCC2)cc1
16% | -4 | Cc1ccc(C(=O)CSc2nnc(-c3snnc3C)n2C2CC2)cc1

(more compounds)
Lipid storage S3 | Lipid storage S3 cell count max | mol
18µM* | · | Cc1cc(NS(=O)(=O)c2ccc(NC(=O)COc3ccc(Br)cc3)cc2)nc(C)n1
? | · | C=CCN1C(=O)/C(=c2\sc3nc(=O)c(Cc4ccccc4Cl)nn3c2=O)c2ccccc21
7% | · | COc1cccc(CC(=O)Nc2nc3c(s2)C(=O)CC(C)(C)C3)c1
? | · | O=C(CCN1C(=O)C2CC=CCC2C1=O)Nc1cccc(Cl)c1 (stereo not given)
-3% | -3 | CCCOc1ccc(CNCCCOCC)cc1OC
? | · | N/C(CSc1ccc(Cl)cc1)=N\S(=O)(=O)c1ccc(Cl)cc1
? | · | O=C(NC(=S)Nc1cccc(CO)c1)c1ccc(-c2ccccc2)cc1
? | · | CN1CCN(c2ccccc2NC(=O)COc2ccc(Br)cc2)CC1
? | · | CSc1ccccc1NC(=O)CN(C)CC(=O)Nc1cccc(Br)c1
13% | -12 | Cc1ccc(C)c(NC(NC(=O)c2ccccn2)C(Cl)(Cl)Cl)c1 (stereo not given)
? | · | C/C(=C\C(=O)Nc1cc(C)on1)c1ccccc1
? | · | O=C1CC(c2ccccc2)=Nc2ccccc2N1
? | · | Cc1cccc(NC(=O)COC(=O)CCCC2=NS(=O)(=O)c3ccccc3N2)c1
i | 1 | CCCCN1Cc2cc(C(=O)c3cc(OC)ccc3O)cnc2NC1=O
0% | -17 | COC(=O)c1cc(NC(=O)c2ccco2)ccc1N1CCOCC1

The results go on:
Lipid storage S3 | Lipid storage S3 cell count max | mol
12% | 2 | COc1ccc(CCC(=O)OCC(=O)c2ccc(C)cc2)cc1
2% | 6 | COc1ccc(C2C(C(=O)Nc3ccccc3OC)=C(C)Nc3ncnn32)cc1 (stereo not given)
? | · | O=Cc1ccc(OCCCOc2cccc3cccnc23)cc1
? | · | Cc1nc(C)c(C(=O)C2=C(O)C(=O)N(CCN(C)C)C2c2ccco2)s1 (stereo not given)
? | · | C=CCn1c(Cc2c(C)[nH]c3ccccc23)nnc1SCC(=O)NCc1ccc(F)cc1
20% | 18 | CC(=O)N1CC(C)Sc2ccc(S(=O)(=O)NCc3ccc(Cl)cc3)cc21 (stereo not given)
? | · | O=C(CSc1nc(=O)n2ccccc2n1)N1CCCCCC1
i | 22 | CCN(CC)C(=O)COc1c(-c2ccco2)oc2ccccc2c1=O
? | · | N#Cc1ccc(COC(=O)C2CC(=O)N(CCc3ccccc3)C2)cc1 (stereo not given)
? | · | CCOc1cc(CNCCc2ccc(S(N)(=O)=O)cc2)cc(Cl)c1OCc1ccccc1
? | · | COc1ccc(S(=O)(=O)N(CC(=O)N2CCOCC2)c2ccc(F)cc2)cc1OC
? | · | COc1ccc(OC)c(CN2CCN(c3ccccc3OC)CC2)c1
i | 5 | CCOC(=O)C1=C(Nc2ccc(OC)cc2)OCC1=O
8% | 4 | CCOC(=O)c1cc2occc2n1CC(=O)NCCOC
? | · | CC(Sc1nnnn1-c1ccccc1)C(=O)Nc1ccc(Cl)cn1 (stereo not given)

Next section
Lipid storage S3 | Lipid storage S3 cell count max | mol
? | · | N=C(c1ccc([N+](=O)[O-])cc1)N1CCCCC1
i | 2 | Cc1cccc(N2CCN(C(=O)CCCOc3ccccc3)CC2)c1C
? | · | Cc1onc(-c2ccccc2)c1C(=O)N/N=C/c1c(F)cccc1Cl
13% | 4 | CN(C)/C=N/C1=C(C#N)C(c2cccs2)c2ccc3ccccc3c2O1 (stereo not given)
? | · | COC(=O)c1cccc(Nc2ccc([N+](=O)[O-])cn2)c1
? | · | O=C(Cn1ccc2ccccc2c1=O)NCCC(=O)Nc1cccc(Cl)c1
i | · | O=S(=O)(c1ccc(Br)s1)N1CCN(c2ccc(F)cc2)CC1
-9% | -10 | O=[N+]([O-])c1ccc(N2CCCCC2)cc1N1CCOCC1
? | · | COc1ccc(NC(=O)N/C=C/c2ccc(Cl)cc2)cc1
? | · | CC(Oc1cc2oc(=O)c3c(c2cc1Cl)CCC3)C(=O)NC1CC(C)(C)NC(C)(C)C1 (stereo not given)
7% | 3 | CC1(NC(=S)NCCO)CCS(=O)(=O)C1 (stereo not given)
? | · | COc1cc(/C=N\Nc2cc(=O)n(C)c(=O)n2C)ccc1O
? | · | CCN(CC(=O)NCc1cccs1)C(=O)c1cccc(S(=O)(=O)NCc2ccccc2)c1
? | · | CCOc1ccccc1-n1nnnc1SCC(=O)NC(=O)Nc1ccc2c(c1)OCCO2
? | · | Cc1cc2c(=O)n(C)c(SCC(=O)Nc3ccccc3C)nc2s1

Single records (already shown). Order of screens: Lipid storage S3	Lipid storage S3 cell count max
CC(Oc1cc2oc(=O)c3c(c2cc1Cl)CCC3)C(=O)NC1CC(C)(C)NC(C)(C)C1 (stereo not given) reads ?	·
Cc1cccc(N2CCN(C(=O)CCCOc3ccccc3)CC2)c1C reads i	2
O=S(=O)(c1ccc(Br)s1)N1CCN(c2ccc(F)cc2)CC1 reads i	·
COC(=O)c1cccc(Nc2ccc([N+](=O)[O-])cn2)c1 reads ?	·
O=[N+]([O-])c1ccc(N2CCCCC2)cc1N1CCOCC1 reads -9%	-10

(listing goes on)
Lipid storage S3 | Lipid storage S3 cell count max | mol
? | · | Fc1ccccc1CSc1nc2ncccc2[nH]1
? | · | CCOc1ncccc1C(=O)OCC(=O)NCCc1ccc(S(N)(=O)=O)cc1
i | · | Clc1ccc(Cn2ncc3c(N4CCOCC4)ncnc32)cc1
? | · | Cc1ccc(CCN2CC(C(=O)O)CC2=O)cc1 (stereo not given)
0% | 3 | O=C(CCNc1cccc(F)c1)c1cccc([N+](=O)[O-])c1
? | · | COc1cc(C(=O)N2CCC(NC(=O)C(Cc3ccccc3C)NC(C)=O)CC2)cc(OC)c1OC (stereo not given)
? | · | S=C(NCc1ccc2[nH]c3c(c2c1)CCCC3)Nc1ccccc1
? | · | CCOC(=O)CNC(=O)CSc1nc2cccnc2n1C1CCCCC1
? | · | NC(=O)Cn1cnc(-c2ccccc2)c1
? | · | Cc1ccc(SCCC(=O)Nc2ccc(Br)c(C)c2)cc1
? | · | CCOC(=O)N/N=C(C)/C=C/c1ccccc1
-7% | -9 | O=C(NC1(C(F)(F)F)NC(=O)N(Cc2cccnc2)C1=O)c1ccc(F)cc1 (stereo not given)
-5% | -17 | COC(=O)[C@H](C)NC(=O)c1cc2c(cn1)[nH]c1ccccc12
-10% | 6 | Cc1ccc2c(C)cc(=S)[nH]c2c1
0% | -4 | O=C(c1cccnc1)N1CCN(C(=O)c2cccc(Cl)c2)CC1

(continued)
Lipid storage S3 | Lipid storage S3 cell count max | mol
4% | 9 | CCCCNc1nc(C)c(C(C)=O)cc1C#N
-26% | -2 | CCCC(=O)NCCc1cc(OC)c(OC)cc1Br
-17% | 1 | C=CCC1NCCc2c(Br)cccc21 (stereo not given)
? | · | COc1ccc(NC(=O)CSc2nnc(-c3ccccc3)n2Cc2ccco2)c(OC)c1
8% | 22 | COc1ccc(C(=O)O)cc1S(=O)(=O)N1CCCc2ccccc21
6% | 4 | C=CCOc1c(Br)cc(CNn2cn[nH]c2=S)cc1OC
? | · | Cc1cc(C)c(C#N)c(SCC(=O)c2cc(C)n(CCc3ccccc3)c2C)n1
i | · | CCOC(=O)Cc1nnc(NC(=O)c2cccc(OCC)c2)s1
? | · | O=C(NCc1ccco1)C1CCN(C(=O)c2cc3sccc3n2Cc2ccc(Cl)cc2)CC1
i | · | CNC(=O)CSc1nc2c(c(=O)n(C)c(=O)n2C)n1Cc1ccc(C)cc1
-11% | 13 | COc1cc([N+](=O)[O-])cc2cc(C(=O)NC(C)(C)C)c(=O)oc12
24% | 16 | O=C(NCC1CCCO1)C1CCCN(Cc2cnn(-c3ccccc3)c2-n2cccc2)C1 (stereo not given)
? | · | Cc1cccc(C)c1-n1c(SCC(=O)Nc2ccc(C(=O)O)cc2)nnc1-c1cccc(S(=O)(=O)N(C)C)c1
i | 9 | CC(NC(=O)Cn1c(NCCO)nc2ccccc21)c1ccccc1 (stereo not given)
9% | 10 | CN(C)c1cc[n+](CC(=O)c2ccc(OC(F)F)cc2)cc1
? | · | COc1ccc(-n2c(CN3CCN(c4ccccc4OC)CC3)nc3ccc([N+](=O)[O-])cc3c2=O)c(OC)c1

In another format: four of the compounds above
mol: CCCC(=O)NCCc1cc(OC)c(OC)cc1Br
  Lipid storage S3: -26% | Lipid storage S3 cell count max: -2
mol: COc1ccc(C(=O)O)cc1S(=O)(=O)N1CCCc2ccccc21
  Lipid storage S3: 8% | Lipid storage S3 cell count max: 22
mol: O=C(NCC1CCCO1)C1CCCN(Cc2cnn(-c3ccccc3)c2-n2cccc2)C1 (stereo not given)
  Lipid storage S3: 24% | Lipid storage S3 cell count max: 16
mol: CNC(=O)CSc1nc2c(c(=O)n(C)c(=O)n2C)n1Cc1ccc(C)cc1
  Lipid storage S3: i | Lipid storage S3 cell count max: ·

In another format: three of the compounds above.
SMILES	Lipid storage S3	Lipid storage S3 cell count max
COc1ccc(C(=O)O)cc1S(=O)(=O)N1CCCc2ccccc21	8%	22
C=CCOc1c(Br)cc(CNn2cn[nH]c2=S)cc1OC	6%	4
Cc1cc(C)c(C#N)c(SCC(=O)c2cc(C)n(CCc3ccccc3)c2C)n1	?	·

Not all compounds are listed; rates above refer to the full screens.
